# FBW7 act: activators of human E3 ligase FBW7; normalized activity (activation), % at 26.1 µM; 650,000 tested, 0.13% active; AID 1259310; AlphaScreen FBW7–phospho-cyclin E peptide binding, activator screen; in the data active = normalized activity above about 1.9%;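 also: purified mutant Fbw7 with reduced substrate affinity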
# Target sequence (Q969H0 whole entry, looked up): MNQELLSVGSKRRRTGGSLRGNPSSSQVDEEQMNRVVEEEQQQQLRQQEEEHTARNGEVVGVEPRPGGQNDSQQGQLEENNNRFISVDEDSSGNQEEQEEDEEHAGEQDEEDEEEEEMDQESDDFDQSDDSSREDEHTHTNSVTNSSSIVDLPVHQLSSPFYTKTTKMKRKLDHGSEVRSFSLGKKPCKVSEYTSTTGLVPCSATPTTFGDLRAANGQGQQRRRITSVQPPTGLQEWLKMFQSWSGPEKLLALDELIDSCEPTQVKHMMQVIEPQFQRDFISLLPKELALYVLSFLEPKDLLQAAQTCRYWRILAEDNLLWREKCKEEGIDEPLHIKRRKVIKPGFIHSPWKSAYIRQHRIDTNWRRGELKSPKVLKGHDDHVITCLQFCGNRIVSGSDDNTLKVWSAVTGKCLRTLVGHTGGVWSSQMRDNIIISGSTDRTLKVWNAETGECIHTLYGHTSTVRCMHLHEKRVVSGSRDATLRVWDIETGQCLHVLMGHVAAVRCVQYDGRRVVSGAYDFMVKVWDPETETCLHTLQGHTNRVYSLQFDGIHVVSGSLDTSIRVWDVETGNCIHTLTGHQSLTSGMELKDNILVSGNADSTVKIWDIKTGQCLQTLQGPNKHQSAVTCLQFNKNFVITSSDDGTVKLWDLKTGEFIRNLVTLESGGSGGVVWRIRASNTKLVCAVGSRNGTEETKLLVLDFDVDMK
# MITF inh: inhibitors of human MITF; AlphaScreen MITF homodimerization, bead proximity signal; inhibition, % at 2.6 µM; 650,000 tested, 0.91% active; AID 1259374; in the data active = inhibition above about 50%;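 also: 0% = vehicle wells with protein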
# GPR151 ag: human GPR151 activation. AID 1508602. PathHunter beta-arrestin GPR151 cells, luminescence. Q8TDV0. activation, % at 11.2 µM. 650,000 tested, 1% active; in the data active = activation above about 4.9%;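 also: 0% = median of compound wells and 100% = cells with positive control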
# Target sequence (Q8TDV0 whole entry, looked up): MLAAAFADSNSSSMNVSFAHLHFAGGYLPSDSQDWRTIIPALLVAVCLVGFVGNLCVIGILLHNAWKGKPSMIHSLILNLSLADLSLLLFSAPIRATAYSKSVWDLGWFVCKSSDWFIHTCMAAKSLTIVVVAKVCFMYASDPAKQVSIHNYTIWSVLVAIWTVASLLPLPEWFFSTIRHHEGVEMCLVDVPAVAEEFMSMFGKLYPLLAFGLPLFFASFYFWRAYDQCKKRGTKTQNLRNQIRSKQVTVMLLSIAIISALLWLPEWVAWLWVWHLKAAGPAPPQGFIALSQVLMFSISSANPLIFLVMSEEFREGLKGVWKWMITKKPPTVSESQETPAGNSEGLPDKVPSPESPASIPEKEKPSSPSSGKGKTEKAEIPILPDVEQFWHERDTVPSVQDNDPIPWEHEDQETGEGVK
# TEAD-YAP inh: TEAD-YAP interaction inhibition. HEK-TIYL cells, TEAD-Gal4/YAP UAS-luciferase luminescence. 640,000 tested, 1.4% active. inhibition, % at 9.12 µM. AID 1259422; in the data active = inhibition above about 32%;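 also: 0% = median of test compound wells and 100% = reference inhibitor wells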
# The depositor's hits bear a star; . = not tested or not shown; & = joins results of further samples.
SMILES,FBW7 act,MITF inh,GPR151 ag,TEAD-YAP inh
Cc1ccc2nc3c(cc2c1)CN(Cc1ccc2c(c1)OCO2)C(=O)C(C)O3 (stereo unspecified),0.0,2,-0.3,5
Cc1ccc(Nc2cc(N3CCCC(C)C3)c3nonc3c2[N+](=O)[O-])cc1C (stereo unspecified),-0.1,-2,0.2,7
O=C1C(=O)N(c2ccc(Br)cc2)C(c2cccc([N+](=O)[O-])c2)/C1=C(/O)c1ccc(Cl)cc1 (stereo unspecified),0.2,9,-0.2,11
CCCCN1C(=O)c2cccc3cc(Br)cc(c23)C1=O,-0.1,-1,-0.7,-13
CCCCNC(=O)c1ccc(CS(=O)Cc2ccccc2Cl)o1 (stereo unspecified),-0.1,-1,0.4,9
Cc1cc(C)n(-c2ccccc2Cl)c(=O)c1C(N)=O,0.1,16,1.1,0
COc1ccc2c(c1)CC(C(=O)Nc1ccc(-c3cn[nH]c3)cc1N1CCC(N(C)C)C1)CO2 (stereo unspecified),-0.6,0,1.4,2
CCOC(=O)c1ccc(OCC2c3cc(OC)c(OC)cc3CCN2C(=O)c2c(F)cccc2F)cc1 (stereo unspecified),0.0,3,-1.0,0
N/C(=N\OC(=O)c1cc(Br)ccc1Cl)c1ccncc1,-0.1,-10,0.0,3
CCOC(=O)c1ccc(-n2c(=S)sc3c(=O)n(-c4ccccc4)c(SC)nc32)cc1,0.0,-3,1.8,3
COC(=O)C1=C(C)N=C2SCCC(=O)N2C1c1ccccc1Cl (stereo unspecified),0.0,-10,0.8,-1
Cc1n[nH]c(=S)n1/N=C/c1ccccc1O,-0.2,5,3.6,7
COc1ccc(-n2c(SCC(=O)c3ccc(Cl)cc3)nc3ccsc3c2=O)cc1,-0.1,-5,1.4,-4
Cc1ccc(NC(=O)/C(=C/c2cccc([N+](=O)[O-])c2)NC(=O)c2cccc(Cl)c2)cc1,-0.1,-10,-0.1,-1
O=C(Nc1ccccc1)c1ccc[n+](Cc2ccc([N+](=O)[O-])cc2)c1,-0.1,4,0.3,7
O=C(CCC1CCN(C(=O)c2sccc2Cl)CC1)NCC1CCCO1 (stereo unspecified),-0.1,-10,3.4,13
O=C(CN(C(=O)c1ccccc1C(=O)O)C1CCCCC1)Nc1cccc([N+](=O)[O-])c1,-0.1,-10,0.6,4
CN1C(=O)C(C)(C)c2cc(S(=O)(=O)Nc3ccc(Cl)cc3)ccc21,0.9,-5,-1.3,2
Cc1ccc(CCSc2ccc(Cl)c(Cl)c2)cn1,-0.1,-2,4.3,-2
N#Cc1ccc(OCC(=O)NNC(=O)COc2cccc(C(F)(F)F)c2)cc1,-0.1,0,-0.9,1
NC(=O)c1cc2ccccc2oc1=Nc1cccc(F)c1,0.1&0.0,4&-23,1.3&0.1,-14&-10
CC1=NN(c2ccc(Br)cc2)C(=O)/C1=C\c1ccc(-c2cccc([N+](=O)[O-])c2)o1,0.0,7,-1.3,3
CCCS(=O)(=O)c1c(S(=O)(=O)CCC)c2cc(-c3ccncc3)ccn2c1C(=O)c1ccccc1,0.0,1,0.2,-2
COc1ccc(/C(O)=C2\C(=O)C(=O)N(CCN3CCOCC3)C2c2ccc(F)cc2)cc1 (stereo unspecified),0.0,10,0.1,0
CCOC(=O)CC(NC(=O)c1ccco1)c1ccc(OCC)cc1 (stereo unspecified),0.1,-5,0.3,-7
CCOc1ccc(NC(=O)C/C(C)=N/NC(=O)c2ccc(O)cc2O)cc1,-0.3,-7,-1.8,12
Cc1ccc2cccc(OCCOc3ccccc3)c2n1,0.1,6,-1.3,-11
Clc1c(OCCCN2CCNCC2)ccc2ccccc12,-0.2,51*,1.5,-22
CCc1ccccc1NC(=O)c1cc2cc(Br)ccc2oc1=O,0.6,-1,-2.1,-6
CCCCCNc1nc(CC)c2c(c1C#N)CC(C)(C)OC2,-0.1,7,-1.1,-14
CC1CCCCN1C(=S)Nc1ccccc1 (stereo unspecified),-0.2,-2,-0.4,-1
COC(=O)C1=C(C)NC2=C(C(=O)CC(c3ccc(OC)c(OC)c3)C2)C1c1cccs1 (stereo unspecified),0.0,5,-0.7,5
CCOc1cccc(N2C(=O)/C(=C/c3ccc(OC)cc3OC)C(=O)NC2=S)c1,0.1,20,-1.0,-4
CCn1c(C(=O)O)c(CNCc2ccc(OC(C)C)cc2)c2ccc(OC)cc21,0.8,-8,-2.4,1
C=CCn1c(CCCNC(=O)c2ccccc2)nc2ccccc21,-0.1,-5,1.1,-5
Cn1c(=O)cc(OCC(=O)NCCCN2CCCC2)c2ccccc21,-0.1,12,1.1,8

# Entries of single compounds, quoted from the list. Order of screens: FBW7 act	MITF inh	GPR151 ag	TEAD-YAP inh
# CCc1ccccc1NC(=O)c1cc2cc(Br)ccc2oc1=O reads 0.6	-1	-2.1	-6
# COC(=O)C1=C(C)NC2=C(C(=O)CC(c3ccc(OC)c(OC)c3)C2)C1c1cccs1 (stereo unspecified) reads 0.0	5	-0.7	5
# CCOc1cccc(N2C(=O)/C(=C/c3ccc(OC)cc3OC)C(=O)NC2=S)c1 reads 0.1	20	-1.0	-4
# CCOC(=O)CC(NC(=O)c1ccco1)c1ccc(OCC)cc1 (stereo unspecified) reads 0.1	-5	0.3	-7

# New compounds follow:
SMILES,FBW7 act,MITF inh,GPR151 ag,TEAD-YAP inh
Cn1cc(Br)c(C(=O)NNC(=O)c2nnn(-c3nonc3N)c2-c2ccccc2)n1,0.1,12,-1.2,3
O=C(CS(=O)(=O)Cc1ccccc1)Nc1nnc(C2CCCCC2)s1,0.5,5,-0.5,8
CN(Cc1ccccc1)C(=O)C1CCN(S(=O)(=O)c2cccc3nonc23)CC1,-0.1,12,-1.3,1
COc1ccc(N2CCN(S(=O)(=O)c3ccc(Cl)cc3)CC2)cc1,0.0,43,1.3,-11
CC(=O)c1ccc(NC(=O)CN2CCN(c3cc(Cl)ccc3C)CC2)cc1,0.7,22,-0.2,-9
CCN1C(=O)N/C(=C/c2cc(Br)ccc2OCc2ccc(C(=O)O)cc2)C1=O,0.1,0,0.0,0
O=C(c1ccccn1)N1CCCC(N2CCN(c3ccccc3)CC2)C1 (stereo unspecified),0.2,15,-0.8,-5
O=C(COc1ccccc1)NCc1ccccc1,0.1,0,-1.2,-9
COc1ccc(CCNC(=O)C2NC(=O)CC2c2ccccc2)cc1OC (stereo unspecified),0.4,-2,-0.5,5
Cc1ccc(C2C(=O)N(C3CCCCCC3)CC(=O)N2C2CCCCCCC2)cc1 (stereo unspecified),-0.1,13,-0.2,1
Cc1cc(C(=O)NCC2Cc3cc(-c4ccsc4)cc(Cl)c3O2)nn1C (stereo unspecified),-0.2,14,-1.4,-21
O=C1C=C(NCCc2ccccc2)C2(CCCCC2)O1,-0.1,-1,0.7,17

# Structures from the list above with fluorine, in the order listed:
SMILES,FBW7 act,MITF inh,GPR151 ag,TEAD-YAP inh
CCOC(=O)c1ccc(OCC2c3cc(OC)c(OC)cc3CCN2C(=O)c2c(F)cccc2F)cc1 (stereo unspecified),0.0,3,-1.0,0
N#Cc1ccc(OCC(=O)NNC(=O)COc2cccc(C(F)(F)F)c2)cc1,-0.1,0,-0.9,1
NC(=O)c1cc2ccccc2oc1=Nc1cccc(F)c1,0.1&0.0,4&-23,1.3&0.1,-14&-10
COc1ccc(/C(O)=C2\C(=O)C(=O)N(CCN3CCOCC3)C2c2ccc(F)cc2)cc1 (stereo unspecified),0.0,10,0.1,0

# (listing goes on)
SMILES,FBW7 act,MITF inh,GPR151 ag,TEAD-YAP inh
O=S(=O)(c1ccc(Cl)cc1)n1c(SCc2ccc(C(F)(F)F)cc2)nc2ccccc21,-0.1,4,-0.9,-7
COc1cc2c(cc1NC(=O)COc1ccc(C)cc1C)oc1ccccc12,0.0,12,0.3,1
Cc1ccc(-c2c(C)nn3c(NCCCO)cc(C)nc23)cc1,0.6,19,-0.5,-12
CCCCn1c(-c2ccccc2)nc(=S)c2c1CCCC2,0.3,9,-1.5,13
Cc1c(C(=O)Nc2cccc(C(=O)O)c2)cccc1[N+](=O)[O-],3.5*,16,1.1,-1
O=[N+]([O-])c1cc(/C=N/Nc2ccccn2)c(O)c([N+](=O)[O-])c1,0.3,14,0.2,-3
Cc1ccc(/C=C2\SC(N3CCCC3)=NC2=O)cc1,-0.2,-12,-0.7,-12
COc1cccc2cc(C(=O)Nc3ccccc3[N+](=O)[O-])c(=O)oc12,0.0,11,13*,-17
O=C(C1CN(Cc2ccco2)CCN1)N1CCCC1 (stereo unspecified),0.2,14,-0.1,13
CCC(C)NC(=O)c1ccc(N2CC3CC(C2)c2cccc(=O)n2C3)c(NC(=O)c2ccc(C(C)(C)C)cc2)c1 (stereo unspecified),0.1,2,0.2,-6
COCCCN1C(=O)CC(CC(=O)NC2CCCCCC2)(c2ccccc2)C1=O (stereo unspecified),0.0,-5,-1.8,-53
CC(C)[C@H](CO)n1c(=O)[nH]c2ncc(-c3cncnc3)nc21,-0.3,3,-0.1,9

# A few values from the list.
# Value of COc1cc2c(cc1NC(=O)COc1ccc(C)cc1C)oc1ccccc12 under TEAD-YAP inh: 1
# Value of CC(C)[C@H](CO)n1c(=O)[nH]c2ncc(-c3cncnc3)nc21 under FBW7 act: -0.3
# Value of Cc1ccc(-c2c(C)nn3c(NCCCO)cc(C)nc23)cc1 under FBW7 act: 0.6
# Value of CCCCn1c(-c2ccccc2)nc(=S)c2c1CCCC2 under FBW7 act: 0.3

# (listing goes on)
SMILES,FBW7 act,MITF inh,GPR151 ag,TEAD-YAP inh
Cc1noc(C)c1-c1cccc(C(=O)NCCCN2CCCC2=O)n1,0.2,4,0.2,4
CCOC(=O)CC(=O)CSc1nc2c(sc(=S)n2-c2ccc(C)c(C)c2)c(=O)[nH]1,1.1,27,-1.0,24
CN1/C(=C\C(=O)CC(N)=O)C(C)(C)c2ccccc21,0.3,11,-1.8,9
Cn1cnnc1SCc1ccc(F)c2ccccc12,-0.1,5,1.7,-22
Cc1ccc(NC(=O)CCN2CCN(c3ccc(Cl)cc3)CC2)cc1Br,0.0,-7,-0.5,-1
NC(=O)c1c(NC(=O)CSc2ncnc3sc4c(c23)CCC4)sc2c1CCC2,0.7,2,-0.9,3
O=C(CN1C=C(c2ccc3ccccc3n2)C(C[N+](=O)[O-])c2ccccc21)c1ccccc1 (stereo unspecified),0.1,9,-1.8,-58
CC(=O)NC1C(=O)N=C(SCC(=O)Nc2sc3c(c2C#N)CCCCCC3)NC1=O (stereo unspecified),0.0,5,1.2,9
COC(=O)c1c(C)cc(C)n(-c2ccc(Cl)cc2)c1=O,0.2,-15,-0.9,2
CCOC(=O)C(CC)Oc1ccc2c(C)c(Cc3ccccc3)c(=O)oc2c1C (stereo unspecified),0.2,14,-0.6,10
CC(C)=C(NC(=O)c1ccccc1)C(=O)N/N=C(\C)c1ccccc1O,0.1,-2,0.9,13
Cc1c(Cl)cccc1NC(=O)CCC(=O)N/N=C/c1ccc(Br)cc1,0.2,-6,-0.3,-10
CCc1nc2sccn2c(=O)c1C(=O)NCCOC,0.1,17,-0.2,3
Cc1cc(=O)oc2cc3oc(=O)cc(C)c3cc12,0.0,13,-0.7,11
Cc1cccc(Nc2ccc(C(=O)O)cn2)c1,-0.1,11,-0.5,0
Cc1cc(C)nc(N(C(=O)C2CC2)c2ccc(Cl)cc2)n1,0.0,-6,-1.7,-13
O=c1c(Cl)c(Cl)cnn1CCOc1cccc(Br)c1,0.1,7,-0.2,-1
COc1ccc(CN2C(=O)CC(C(=O)Nc3ccccc3OC)SC2=Nc2ccccc2)cc1 (stereo unspecified),0.0,11,-0.7,2
Cc1sc2ncnc(SCC(=O)c3cc(C)n(-c4ccc(Cl)c(C(F)(F)F)c4)c3C)c2c1C,0.0,2,-1.7,1
CN1CCC(OC(=O)c2ccc(Br)cc2)CC1,0.1,9,-0.3,7
COc1ccc(C(=O)n2c(N)nc3ccccc32)cc1OC,-0.2,-3,0.4,-40
CCOc1ccccc1NC(=O)Cn1c(=O)n(CCc2ccccc2)c(=O)c2cccnc21,0.0,-7,2.4,0
COc1cc(C(=O)Nc2cc(C)c(O)c(C)c2)cc(OC)c1OC,-0.2,12,4.3,-8
O=C(CSc1nnnn1-c1cccc(O)c1)NC1CC1,0.0,4,0.7,1
COCCN(CCOC)C(=O)CN1CCN(c2ccc(F)cc2)CC1,-0.2,31,2.6,8
Cc1nc(C)c(C(=O)Nc2cccc(Cl)c2C)o1,0.1,6,-0.7,3
Cn1cnn(CN2CCOCC2)c1=S,0.8,15,0.1,5
CC(C)(CO)NC(=O)c1cccc2c1-c1ccccc1C2=O,0.1,8,2.4,1
CC1CCCN(CCCN2C(=O)C3C(C(=O)Nc4cccc(Cl)c4)C4C=CC3(O4)C2C(=O)NC2CCCC(C)C2C)C1 (stereo unspecified),0.0,-15,0.5,-2
O=c1[nH]cnc2[nH]c3ccccc3c12,0.1,11,-1.0,6
CCn1c(NCCO)nc2ccccc21,0.0,-17,2.0,5
Cc1ccc2onc(CC(=O)N(C)c3ccccc3F)c2c1,0.1,6,0.4,-2
Cc1ccc(NC(=O)CN(C)C(=O)c2ccc3c(c2)S(=O)(=O)c2ccccc2C3=O)cc1,-0.1,-1,-1.0,-1
C/C=C/C(=O)O[C@H](COCCCCCCCCCCCCCCCC)COP(=O)(O)OCC[N+](C)(C)C,.,-3,2.5,.
Cc1ccc(CN(C)Cc2c(C(=O)N3CCN(C4CCCCC4)CC3)nc3ccccn23)o1,0.9,15,0.0,-5
CC(C)(C)C(=O)Cn1c2ccccc2n2nc(CCC(=O)O)c(=O)nc12,0.2,9,-0.3,14
Cc1ccc(C(=O)c2ccccc2C(=O)O)s1,0.1,11,-0.4,-1
O=C(O)CN(c1ccc(F)cc1F)S(=O)(=O)c1ccccc1,0.0,2,-0.6,3
CC1(C)COC(c2ccccc2)=N1,0.3,19,-0.7,13
